Compound activity from PubChem.
SDO1 yeast rescue: growth rescue of sdo1-depleted yeast, primary screen, S. cerevisiae, bone marrow failure model; 140,000 compounds, 0.21% hits; S. cerevisiae sdo1-depleted JHY4D growth rescue, OD600 30 h; hits give high values; pdr5 snq2 efflux-pump mutant strain; AID 817, 2007; z-score at 10 µM;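 active = z-score above 3 at both the 24 hr and the 30 hr optical density reads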;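 also: z-score against mean and SD of all compound wells on the same plate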
Insulin prom inh: inhibitors of insulin promoter-driven GFP, primary screen, imaging, TRM-6 cells (human fetal islet line), eGFP reporter, cell count; 130,000 compounds, 0.9% hits; reporter expression induced with tamoxifen; inhibition, % at 2 µM; AID 1273, 2008;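 active = inhibition above the mean plus 3 SD, with well images judged a real hit on visual review, cut at about 60% in these data, passing the limit was not always enough; inconclusive = inhibition over the cutoff but images rejected on review; inactive = inhibition not above the cutoff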
SDO1 yeast rescue Rescue 24 h: second read-out of SDO1 yeast rescue, no call of its own (marks repeat the call); z-score; S. cerevisiae sdo1-depleted JHY4D growth rescue, OD600; measured here: growth rescue at 24 h;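 0 is the plate mean of compound wells and units are plate SD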
Active calls of the source: *; ? = inconclusive; · = not tested or not shown.

item	canonical_smiles	SDO1 yeast rescue	SDO1 yeast rescue Rescue 24 h	Insulin prom inh
1	Cc1cccc(-n2c(O)c(C=Nc3ccccc3N)c(=O)[nH]c2=O)c1	0.03	0.13	-61.1
2	COc1cccc(-c2nn(-c3ccccc3)cc2C(=O)NCC(=O)O)c1	-0.17	-0.89	37.9
3	O=C(C1CCCO1)N1CCN(c2ccc(F)cc2)CC1 (stereo unspecified)	0.31	0.36	66.7
4	CCN1CCCC1CNC(=O)c1cc(OC)c(OC)c(OC)c1 (stereo unspecified)	0.95	-0.15	-36.1
5	COc1ccc(Cl)cc1NC(=O)Nc1cccc([N+](=O)[O-])c1C	-1.61	-0.65	-24.1
6	Cc1cc(NCCN2CCOCC2)n2ncc(-c3ccc(Cl)cc3)c2n1	·	·	-23.7
7	C#CCOC(=O)C[N+](C)(C)CC#Cc1ccccc1	·	·	-35.3
8	O=C(Cc1cn(Cc2cccc(Cl)c2)c2ccccc12)N1CCCC1	-1.63	-2	-78.6
9	COc1ccc(OC)c([N+](=O)[O-])c1C(N)=O	·	·	22.2
10	CCOC(=O)c1c(C)[nH]c(C(=O)Cn2c(=O)oc3ccccc32)c1C	-0.38	-0.36	-41.0
11	CCNC(=S)NNC(=O)Nc1ccccc1	-0.05	-0.4	24.1
12	COc1cc2c3c(c1OC)C1(C=CC(=O)C=C1)CC3N(C(=O)c1ccccc1)CC2 (stereo unspecified)	-0.11	-0.14	-6.5
13	CN(Cc1ccccc1)S(=O)(=O)c1cccs1	-0.24	-0.61	50.0
14	COc1cc(C)nc(NS(=O)(=O)c2ccc(C)cc2)n1	0.64	0.47	-2.7
15	Cc1cc(Cl)cc(Br)c1OCCNCC(C)O (stereo unspecified)	0.23	0.04	0.0
16	CC(=O)NC(Cc1cccc(C)c1)C(=O)NC1CCN(C(=O)c2ccc([N+](=O)[O-])cc2)CC1 (stereo unspecified)	1.21	1.59	-13.3
17	NC(=O)COC(=O)c1cccc(NS(=O)(=O)/C=C/c2ccccc2)c1	0.62	-0.43	·
18	CCOc1ccc(NC(=O)C2CCN(S(=O)(=O)c3cccnc3)CC2)cc1	0.46	-0.05	-45.2
19	O=C(CCCc1ccccc1)N1CCc2ccccc21	-0.61	-0.61	39.3
20	CCC(=O)Nc1cccc(-c2nnc(SCC(=O)c3ccccc3)n2C)c1	1.15	1.75	10.0
21	O=C(COc1ccc(Cl)cc1Cl)NC1CCSC1=O (stereo unspecified)	-0.59	-0.93	-15.2
22	COc1ccc(C(=O)Nn2c(C3CCC3)nc3ccccc3c2=O)c(OC)c1	0.15	1.42	14.3
23	CCC1C/C(=C/c2cccs2)C(=O)/C(=C/c2cccs2)C1 (stereo unspecified)	-1.27	-0.73	-42.9
24	Cc1cc(C(=O)NNC(=S)NCc2ccccc2)cs1	0.96	0.82	53.9
25	Cc1ccccc1NC(=O)c1ccccc1NC(=O)CCC(=O)O	0.51	-0.76	·
26	COc1ccccc1C(=O)NCc1ccc2c(c1)OCO2	1.03	0.79	-14.8
27	O=C1OCC2=C1C(c1ccc(F)cc1)Sc1ccccc1N2 (stereo unspecified)	-0.6	-0.78	60.6
28	O=C(CC(c1ccccc1)c1cc(Br)ccc1O)NCc1ccco1 (stereo unspecified)	-0.65	-0.03	-42.9
29	Cc1c(Cc2ccccc2)sc(NC(=O)c2ccco2)c1C(N)=O	-1.99	-1.49	30.8
30	O=C(COC(=O)c1ccccc1Nc1ccccc1)c1ccccc1	2.6	1.74	41.7
31	CCOCCCNS(=O)(=O)c1ccc(OC)c(Cl)c1Cl	0.47	1.29	-34.9
32	O=C1CCCC(O)=C1C(C#Cc1ccccc1)C1=C(O)CCCC1=O	-0.34	-1	-29.0
33	O=C(C1CCCN1S(=O)(=O)c1cccc2cccnc12)N1CCc2ccccc21 (stereo unspecified)	-0.5	-1.1	·
34	C(=N\n1cnnc1)/c1ccc(OC2CSC2)cc1	0.08	0.2	·
35	Cc1cc(C)cc(N(C(=O)c2sc(C)nc2C)C(C(=O)NCc2ccco2)c2ccccc2)c1 (stereo unspecified)	-0.18	0.06	-14.3
36	CC1=C(C)C(=O)NC(Nc2nc(C)c3cc(C)cc(C)c3n2)N1 (stereo unspecified)	·	·	-14.3
37	CCn1c(CSc2nccn2C)nc2cc(C(=O)O)ccc21	0.56	-0.38	·
38	COc1cccc(NC(=O)C(NCC2CCCCC2)c2ccccc2)c1 (stereo unspecified)	0.2	0.53	-31.4
39	O=C1c2ccccc2C(=O)N1CCSc1nc2ccccc2c(=O)n1CCCN1CCOCC1	·	·	-7.1
40	Cc1c(Cl)cccc1N1C(=O)C2ON(c3ccccc3)C(c3cccnc3)C2C1=O (stereo unspecified)	-0.66	-1.07	18.2
41	CC1(C)CC(=O)C2=C(C1)OC(N)=C(C#N)C21CCN(Cc2ccccc2)CC1	1.24	0.6	-57.1
42	CCOc1ccc(/C=N/O)cc1	1.44	2.32	44.8
43	CCOC(=O)CC1=C(C(=O)OCC)C(c2ccc(OC)cc2OC)C(C#N)=C(N)O1 (stereo unspecified)	0.36	-0.43	·
44	CN(C)CC/C=C1\c2ccccc2COc2ccccc21	-1.92	-1.02	-22.7
45	CCC(OC(=O)c1cc2sccc2n1C)C(=O)NCC1CCCO1 (stereo unspecified)	0.29	0.2	-83.9
46	CC(=O)N1CCN(Cc2nc3cc(NC(=O)c4ccccc4)ccc3n2C)CC1	1.09	1.34	0.0
47	CN(C(=O)COc1ccccc1)c1nnc(C23CC4CC(CC(C4)C2)C3)s1	0.12	0.8	-36.6
48	C(=C\c1ccccc1)/C=N/Nc1nc(N2CCCCC2)nc(N2CCCCC2)n1	-0.78	-1.05	0.0
49	O=C(CCC(=O)NNC(=O)COc1ccccc1)NCc1ccccc1	-0.67	-1.23	·
50	O=C(c1ccccc1)c1ccc(C(=O)N2CCOCC2)cc1	0.47	0.99	0.0
51	Cc1ccc(OCc2nnc(SCC(=O)O)n2N)cc1	1.4	0.07	-8.6
52	CNC(=S)N1CCn2cccc2C1c1cc(OC)c(OC)c(OC)c1 (stereo unspecified)	·	·	9.1
53	COc1cccc(NC(=O)CSc2nc3c([nH]c4ccccc43)c(=O)n2C)c1	·	·	-10.5
54	CCOC(=O)c1nnn(-c2nonc2N)c1-c1cccc2ccccc12	-1.32	-2.06	14.3
55	Cc1ccc(N(CC(=O)Nc2ccc3c(c2)OCCO3)S(=O)(=O)c2c(C)noc2C)cc1	-1.41	-1.01	·
56	Cc1ccc(C)c(NC(=S)NCc2cccs2)c1	-0.38	-0.59	-3.3
57	CCOC(=O)CNc1ncnc2nc[nH]c12	-0.44	-0.59	-42.9
58	Nc1ccccc1-c1nnc(SCc2ccccc2Cl)[nH]c1=O	-2.65	-2.36	-32.1
59	Cc1ccc(NC(=O)CSC2=C(C#N)C(c3ccc4c(c3)OCO4)C3=C(CCCC3=O)N2)c(C)c1 (stereo unspecified)	0.69	-0.06	·
60	C=CCNCCCCOc1ccccc1	0.85	0.45	·

(further entries)
item	canonical_smiles	SDO1 yeast rescue	SDO1 yeast rescue Rescue 24 h	Insulin prom inh
61	COc1ccc(C(=O)Nc2nccs2)cc1OC	1.03	0.49	·
62	CCN(CC)C(=O)Cn1cc(C(=O)C(=O)N2CCCc3ccccc32)c2ccccc21	·	·	-153.8
63	CCCCc1nc(NCCNC(=O)c2ccco2)c(C#N)c2c1CSC(C)(C)C2	-2.84	-2.55	-35.7
64	Clc1cc(Cl)cc(CSc2nnc(-c3sccc3-n3cccc3)o2)c1	0.18	2.78	30.0
65	c1ccc(-c2nc(NCCCn3ccnc3)c3oc4ccccc4c3n2)cc1	-0.56	-0.11	63.9
66	c1ccc(N/N=C2\CCCc3ccccc32)nc1	·	·	0.0
67	COc1ccc(CCNC(=O)Nc2cccc([N+](=O)[O-])c2)cc1OC	·	·	0.0
68	O=C(NC(=S)NCCOCc1ccc(Cl)cc1)c1cccnc1	-0.91	0.8	25.0
69	CC(C)(C)OC(=O)N1CCC(C(=O)N2CCC[C@H]2C(=O)O)CC1	0.25	-0.88	·
70	O=C(Nc1ccc(Oc2nnc(-c3ccccc3)c3ccccc23)cc1)c1ccccc1	-0.82	-0.05	13.8
71	CC(C)C(NC(=O)c1ccc(C(C)(C)C)cc1)C(=O)Nc1cccc(S(N)(=O)=O)c1 (stereo unspecified)	·	·	33.3
72	CC1(C)C2CCC1(CS(=O)(=O)Nc1ccc(S(=O)(=O)N3CCCCC3)cc1)C(=O)C2 (stereo unspecified)	-0.21	-0.62	·
73	Cc1nn(Cc2ccc(Cl)cc2)c(C)c1N	0.65	0.38	23.7
74	Cc1ccc(-c2nsc3c(N4CCC(C(N)=O)CC4)ncnc23)cc1	0.09	2.91	15.6
75	CCOc1ccc(S(=O)(=O)N2CCN(C(=S)NC3CC3)CC2)cc1	·	·	-52.9
76	CCN(c1ccccc1)c1nc2ccsc2c(=O)s1	-2.42	-1.51	-258.3
77	CCc1cccc(CC)c1NC(=O)C1CN(S(=O)(=O)c2ccccc2)CCN1S(=O)(=O)c1ccccc1 (stereo unspecified)	0.7	0.78	·
78	CCOC(=O)c1cccc(NC(=O)CSc2nc(N)cc(N)n2)c1	1.76	2.16	0.0
79	O=C(O)C1CC=CCC1C(=O)Nc1cccc(F)c1 (stereo unspecified)	0.56	0.03	-55.6
80	CC12CC3CC(C)(C1)CC(C(=O)NC(=S)N1CCCCC1)(C3)C2	-0.24	0.01	66.7

Structures from the list above that have a COOH group, in the order listed:
item	canonical_smiles	SDO1 yeast rescue	SDO1 yeast rescue Rescue 24 h	Insulin prom inh
2	COc1cccc(-c2nn(-c3ccccc3)cc2C(=O)NCC(=O)O)c1	-0.17	-0.89	37.9
25	Cc1ccccc1NC(=O)c1ccccc1NC(=O)CCC(=O)O	0.51	-0.76	·
37	CCn1c(CSc2nccn2C)nc2cc(C(=O)O)ccc21	0.56	-0.38	·
51	Cc1ccc(OCc2nnc(SCC(=O)O)n2N)cc1	1.4	0.07	-8.6
69	CC(C)(C)OC(=O)N1CCC(C(=O)N2CCC[C@H]2C(=O)O)CC1	0.25	-0.88	·
79	O=C(O)C1CC=CCC1C(=O)Nc1cccc(F)c1 (stereo unspecified)	0.56	0.03	-55.6

(listing goes on)
item	canonical_smiles	SDO1 yeast rescue	SDO1 yeast rescue Rescue 24 h	Insulin prom inh
81	O=C(O)c1ccc(CSc2nc(-c3ccc(Cl)cc3)cc(C(F)(F)F)n2)cc1	0.9	1.65	29.2
82	Cc1cccc(NC(=S)NNC(=O)Cc2ccccc2)c1	0.73	0.93	·
83	CCOc1cc(C(=S)N2CCC(O)CC2)ccc1OS(=O)(=O)c1ccc(Br)cc1	-0.02	0.39	44.9
84	Cc1ccc(-n2[nH]c(C)c(/C=N/NC(=O)c3cccc([N+](=O)[O-])c3)c2=O)cc1C	0.11	-0.5	?
85	CCOc1ccc(NC(=O)COC(=O)c2ncc(Cl)c(Cl)c2Cl)cc1	0.71	2.64	10.7
86	N#Cc1cccc(NC(=S)Nc2ccccc2)c1	0.94	0.11	5.9
87	CC(C)(C)n1cnc2cc(NCc3cccs3)ccc21	·	·	44.4
88	COc1ccc(C(=O)N2CCC(C(=O)c3ccc(F)cc3)CC2)cc1	0.84	1.27	12.5
89	O=C(Oc1ccccc1-c1nnco1)c1ccc(Cl)cc1	-1.11	-1.07	-14.3
90	COC(=O)c1ccc(Cl)c(NC(=O)CN(c2ccc(OC)c(OC)c2)S(C)(=O)=O)c1	1.21	1.58	-28.9
91	CCOC(=O)C1CCN(C(=O)Nc2cccc(Cl)c2)CC1	1.04	1.84	50.0
92	COc1ccc(NC(=O)NCCCN2CCc3ccccc3C2)cc1	0.38	-0.64	60.0
93	COc1ccc2cc(Br)ccc2c1CC(=O)NC1CC(C)(C)NC(C)(C)C1	-0.03	0.07	-10.7
94	CCCNC(=S)Nc1ccc(Oc2ccccc2)cc1	-0.74	-0.92	35.2
95	Cc1cccc(NC(=O)CSc2nnc(-c3ccco3)o2)c1C	1.01	0.74	3.2
96	CCCCNC(=O)c1ccc2c(c1)ncn2C1CCCC1	-0.19	-0.05	·
97	N#Cc1c(NC(=O)CN2C(=O)c3ccccc3C2=O)oc(-c2ccccc2)c1-c1ccccc1	·	·	-238.1
98	Cc1[nH]c2ccccc2c1Cc1nnc(SCc2ccccc2)o1	-1.94	-1.81	·
99	COc1cc2c(cc1NC(=O)CSc1ccc(C)cc1)oc1ccccc12	0	0.24	26.7
100	Cc1ccc(N(NC(=O)C(O)(c2ccccc2)c2ccccc2)C(=O)CCl)cc1	-0.45	0.32	-170.0
101	COc1ccccc1NC(=O)c1ccc(S(=O)(=O)N(C)C)cc1	0.58	0.46	·

Not all compounds are listed; rates above refer to the full screens.
